# Source: PubChem BioAssay (several laboratories)
# Glyco luc inh – blocks N-linked glycosylation in D54 reporter cells | D54 ERlucT glycosylation luciferase reporter, 24 h; percent of 100 nM tunicamycin response | reporter increase, % at 12.5 µM | 360,000 tested, 0.23% active | AID 588692;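 active means mean luciferase reporter signal, scaled so untreated is 0 and the glycosylation-blocking control 100, at or above a set limit in every replicate; inconclusive means mean reaches the limit but not every replicate does; inactive means mean below the limit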;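 further: luciferase carries N-glycosylation sites so blocking glycosylation raises the light; 0% = median of neutral control wells and 100% = median of 100 nM tunicamycin wells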
# m5-HT2A agonist – activates the mouse 5-HT2A serotonin receptor. P35363. CHO-K1 mHTR2A beta-arrestin complementation, luminescence; percent of 30 µM serotonin response. activation, % at 7.6 µM. 360,000 tested, 0.66% active;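 active means activation above a run cutoff, the mean activation of all tested compounds plus 3 SD, cut at about 14% in these data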;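 further: 0% = plate median of compound wells and 100% = 30 µM serotonin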
# aDG glyco up – increases alpha dystroglycan glycosylation; activation, % at 10 µM; Pro5-aDG cells, alpha-DG glycosylation AlphaScreen (IIH6); 0% Pro5, 100% B10-LARGE cell signal; AID 624168; 360,000 tested, 0.22% active;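 active means activation of at least 8% versus controls, or a plate z-score of at least 8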;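 further: Pro5 are CHO cells carrying HIG-tagged alpha-DG that lacks glycosylation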
# ABCB6 inh MLPCN – human ABCB6 transporter inhibition; Q9NP58; fluorescence ratio to DMSO, % at 10 µM; 360,000 tested, 0.19% active; K562-ABCB6 porphyrin accumulation, flow cytometry, 1 h; hits give low values; AID 602162;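 active means fluorescence ratio to DMSO below 75%, the collection mean minus 3 SD; inconclusive means too few cells collected in the well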;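 further: signal is porphyrin accumulated inside mitochondria; 100% equals median channel fluorescence of DMSO control wells; lower ratio means ABCB6 inhibition with less porphyrin fluorescence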
# Target sequence (Q9NP58 whole entry, looked up): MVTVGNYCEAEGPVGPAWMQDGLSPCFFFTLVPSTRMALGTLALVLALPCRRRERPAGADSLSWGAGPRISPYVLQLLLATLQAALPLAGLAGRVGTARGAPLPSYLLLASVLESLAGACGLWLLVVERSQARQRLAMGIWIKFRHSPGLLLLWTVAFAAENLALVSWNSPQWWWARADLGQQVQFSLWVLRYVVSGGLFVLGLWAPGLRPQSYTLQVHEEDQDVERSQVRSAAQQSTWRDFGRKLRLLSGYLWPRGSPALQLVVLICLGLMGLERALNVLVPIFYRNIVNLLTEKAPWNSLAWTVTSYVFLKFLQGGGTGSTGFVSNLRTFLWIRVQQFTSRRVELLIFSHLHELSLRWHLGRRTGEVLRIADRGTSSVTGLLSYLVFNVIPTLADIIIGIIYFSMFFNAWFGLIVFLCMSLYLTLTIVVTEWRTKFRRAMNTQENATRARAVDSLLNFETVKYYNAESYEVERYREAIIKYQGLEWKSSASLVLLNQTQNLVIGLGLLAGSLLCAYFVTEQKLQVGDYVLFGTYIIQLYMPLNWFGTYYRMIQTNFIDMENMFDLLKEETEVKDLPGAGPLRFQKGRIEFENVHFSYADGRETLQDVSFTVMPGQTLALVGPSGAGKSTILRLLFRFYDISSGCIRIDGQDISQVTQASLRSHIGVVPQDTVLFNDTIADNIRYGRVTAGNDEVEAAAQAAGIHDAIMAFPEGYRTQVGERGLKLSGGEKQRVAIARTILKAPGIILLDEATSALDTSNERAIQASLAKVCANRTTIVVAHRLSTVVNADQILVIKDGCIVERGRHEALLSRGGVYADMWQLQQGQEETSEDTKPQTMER
# Granule exo inh – blocks lytic granule exocytosis; TALL-104 LAMP-1 surface exposure, flow cytometry; cells stimulated with thapsigargin and PMA; 360,000 tested, 0.66% active; inhibition, % at 10 µM; AID 651702;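 active means inhibition above about 55%, limit read from the data; inconclusive means no clear call, values can overlap the other calls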
# Cardio protect – myocardial damage modulation in H9c2 cells; H9c2 cardiomyocytes, H2O2 injury protection, ATPLite, 2 h; protection from H2O2 cell death, % at 20 µM; 360,000 tested, 0.63% active; AID 588492;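 active means compounds giving at least 50% protection of heart cells from peroxide-induced death in the single-dose screen, raw or plate-pattern-corrected value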;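 further: 0% = DMSO wells with peroxide and 100% = DMSO wells without peroxide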
# PDI turbidity – blocks human protein disulfide isomerase activity; P07237; PDI insulin aggregation turbidity, A650, 90 min; inhibition, % at 10 µM; 350,000 tested, 0.052% active; AID 588391;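 active means mean inhibition across replicates of 30% or more, whatever share of single replicates reach that level; inconclusive means mean inhibition below 30% while every single replicate reaches 30%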;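 further: absorbance from insulin aggregation driven by PDI reduction with DTT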
# iPSC survival up – hiPSC single-cell survival enhancement | survival enhancement, % at 20 µM | 360,000 tested, 0.044% active | ATPlite luminescence; 100% = ROCK inhibitor wells, 0% = DMSO; in the data active means survival enhancement above about 18%;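 further: cells exposed to compounds for 16 hours before the ATP read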
# Vif imaging – blocks HIV Vif function | HEK293T cells, Vif self-association by quenched fluorescence, imaging, 24 h | AID 602346 | 340,000 tested, 0.35% active | inhibition, % at 7.49 µM; in the data active means inhibition above about 50%, passing the limit was not always enough; inconclusive means no clear call, values can overlap the other calls; inactive means below about 31%; further: some results filed as inactive read as strong as hits
# CaV13 ICDI inh – Primary screen for inhibitors of IQ motif and Ca2+-dependent inactivation inhibitor domain binding in CACNA1D, Förster resonance energy transfer in living cells, …; 340,000 tested, 0.098% active; inhibition, % at 12.3 µM; HEK cells, CFP/YFP FRET ICDI-IQ, plate reader, 10 min; percent FRET-ratio fall versus neutral wells;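 active means mean replicate inhibition of at least 30% and at least 1% of replicates passing that level; inconclusive means only one of the two criteria is met; inactive means neither criterion is met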;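 further: 0% = median of the neutral control wells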
# The depositor's hits bear a star; ? = inconclusive; . = no result given. Rows are unselected (roughly 3.1% active in at least one column).
SMILES,Glyco luc inh,m5-HT2A agonist,aDG glyco up,ABCB6 inh MLPCN,Granule exo inh,Cardio protect,PDI turbidity,iPSC survival up,Vif imaging,CaV13 ICDI inh
COc1ccccc1C(=O)NCC(=O)N(C)Cc1nc2ccccc2c(=O)[nH]1,0.4,-1.6,0.6,91.0,1.1,7.0,2.6,-0.6,-1.8,-12.7
CCCCOCCCNC(=O)C[C@@H]1C[C@@]2(C(=O)OC)CC(C)(C)CC=C2N(CCc2ccc(OC)c(OC)c2)C1=O,.,10.1,0.2,.,11.3,.,.,.,.,-2.3
CC(=O)C(=Cc1cc(C)n(-c2ccccc2)c1C)C(C)=O,2.2,-1.1,1.1,101.0,-0.4,-3.8,2.9,-1.4,0.1,-1.5
O=C(CC(C(=O)O)c1c(F)cccc1Cl)c1ccc(Cl)cc1 (stereo not given),-1.4,9.6,-0.1,100.0,7.7,5.6,-0.3,1.0,.,-13.2
COc1cc2oc(=O)cc(-c3ccc(-c4ccc(F)c(Cl)c4)cc3)c2c(OC)c1OC,-1.7,-4.2,-0.1,108.0,-2.2,-5.8,-3.6,-0.3,0.4,-7.3
NC(=O)c1ccc(C(F)(F)F)n(Cc2ccccc2Cl)c1=O,-5.0,2.6,0.0,96.0,-0.1,-1.3,12.2,8.0,-12.9,-4.6
COc1cccc(NC(=O)C2CCCN2S(=O)(=O)c2ccc3c(c2)C(C)(C)C(=O)N3C)c1 (stereo not given),4.2,1.1,-0.3,102.0,10.7,-5.4,-2.4,-1.4,-2.3,-5.9
CCCC(=O)N1c2ccc(-c3csc(N)n3)cc2CC1C (stereo not given),-2.2,1.2,-0.3,79.0,1.0,-2.1,-5.1,1.9,1.9,-4.6
Cc1ccc(Nc2ncccc2C(N)=O)cc1[N+](=O)[O-],-0.5,-1.0,-0.3,93.0,6.0,-2.2,-56.1,0.2,-0.2,10.8
Cc1cc(=O)oc(C)c1C(=O)NCCc1ccccc1,2.4,1.8,0.0,97.0,-1.2,2.2,13.8,0.7,-1.1,.
Cc1ccc(NC(=O)COC(=O)c2ccco2)cc1C,2.6,2.8,-0.2,90.0,-1.1,-0.7,7.3,0.6,6.1,-5.0
O=C(Nc1ccc(Cl)cc1)Nc1ccccc1C(=O)NCc1ccco1,5.9,-6.6,0.4,92.0,9.1,11.2,3.1,-0.6,.,-5.0
CCOc1cc(C2C(C(=O)OC(C)C)=C(C)NC3=C2C(=O)CCC3)cc([N+](=O)[O-])c1O (stereo not given),-0.3,1.6,-0.1,97.0,8.2,-1.9,-4.1,0.0,-3.7,-6.6
CCC(=O)Nc1nnc(/C=C/c2ccccc2)s1,-2.0,-4.1,0.0,98.0,7.9,-2.8,-1.1,0.1,0.5,-2.0
CCOCc1nnc(NC(=O)c2cc(OC)cc(OC)c2)s1,0.6,-1.2,-0.5,103.0,-3.2,2.4,6.3,-0.6,-3.4,-4.3
CCOc1ccc(OCC(=O)Nc2cc(Cl)ccc2-n2cncn2)cc1,3.1,-4.2,0.1,96.0,-3.0,-2.2,12.3,-1.9,4.2,-10.5
N#CC(c1ccc(=O)[nH]n1)c1ccc(Cl)cc1Cl (stereo not given),2.4,2.6,0.0,96.0,0.5,-6.4,8.1,-1.4,-1.5,-6.1
O=C(CN1CCN(S(=O)(=O)c2cccc(Br)c2)CC1)NCCc1cccs1,-2.8,7.3,-0.1,97.0,1.8,0.1,-2.6,10.7,22.2,-2.7
Cc1ccccc1N1C(=O)C2ON(c3ccccc3)C(c3cccnc3)C2C1=O (stereo not given),-1.8,5.2,0.2,106.0,2.1,1.2,0.0,2.6,-9.0,-5.1
CC1CC(C)CN(C(=O)c2ccccc2Nc2ccc(SC(F)F)cc2)C1 (stereo not given),-2.8,-3.7,0.0,93.0,4.7,-3.9,5.0,-1.2,-6.7,-5.7
COc1cc(C)ccc1OCCCCN1CC(C)OC(C)C1 (stereo not given),1.2,-0.3,0.4,97.0,-1.3,2.6,0.2,-2.5,2.1,-4.0
CC(=O)N1c2ccccc2NC(=O)C1(C)C,1.2,-0.3,-0.1,101.0,-1.3,6.4,-5.5,-3.9,15.0,-3.5
O=C(CN1CCN(S(=O)(=O)c2ccccc2F)CC1)N1CCc2ccccc2C1,1.8,-1.9,0.5,97.0,-5.2,-0.5,-2.0,-1.6,11.3,-5.5
COc1ccc2c(Cl)c(C(=O)NN3CCN(C)CC3)sc2c1,-5.7,-4.5,-0.2,99.0,-0.8,6.4,-3.5,1.5,6.0,-2.6
S=C(NCC1CCCO1)c1ccc(Br)cc1 (stereo not given),0.9,-0.3,0.1,100.0,0.4,1.8,10.2,-0.4,0.4,-11.6

# 3 entries from above, reformatted.
molecule | Glyco luc inh | m5-HT2A agonist | aDG glyco up | ABCB6 inh MLPCN | Granule exo inh | Cardio protect | PDI turbidity | iPSC survival up | Vif imaging | CaV13 ICDI inh
Cc1ccc(NC(=O)COC(=O)c2ccco2)cc1C | 2.6 | 2.8 | -0.2 | 90.0 | -1.1 | -0.7 | 7.3 | 0.6 | 6.1 | -5.0
O=C(Nc1ccc(Cl)cc1)Nc1ccccc1C(=O)NCc1ccco1 | 5.9 | -6.6 | 0.4 | 92.0 | 9.1 | 11.2 | 3.1 | -0.6 | . | -5.0
CCOc1cc(C2C(C(=O)OC(C)C)=C(C)NC3=C2C(=O)CCC3)cc([N+](=O)[O-])c1O (stereo not given) | -0.3 | 1.6 | -0.1 | 97.0 | 8.2 | -1.9 | -4.1 | 0.0 | -3.7 | -6.6

# Later entries
SMILES,Glyco luc inh,m5-HT2A agonist,aDG glyco up,ABCB6 inh MLPCN,Granule exo inh,Cardio protect,PDI turbidity,iPSC survival up,Vif imaging,CaV13 ICDI inh
O=C(O)c1cnn2c(C(F)F)cc(C(F)F)nc12,0.3,5.3,0.0,88.0,1.9,-5.9,-0.9,-1.3,-14.7,-0.6
COc1ccc(CN2C(=O)NC3(CCCCCC3)C2=O)cc1F,-0.5,-0.9,-0.2,86.0,-1.1,-2.8,0.1,-0.2,-0.9,.
COc1ccccc1N(C)C(=O)c1cc(S(=O)(=O)N2CCc3ccccc32)cn1C,1.7,-4.0,0.3,99.0,8.0,5.7,.,4.9,0.4,-9.3
CCOc1ccc(CCNC(=O)COC(=O)/C=C/c2ccccc2OC)cc1OCC,-0.2,5.9,-0.4,101.0,9.4,0.1,-1.9,0.1,11.9,.
Cc1ccc(S(=O)(=O)N2CC3C(=O)CC(c4ccccc4)N(S(=O)(=O)c4ccc(C)cc4)C3CC2c2cccc(Cl)c2)cc1 (stereo not given),.,-2.3,0.0,.,-2.1,.,.,.,.,-8.0
CCOC(=O)c1cnc2ccc(C)cc2c1NCCN1CCOCC1,-1.9,-0.2,0.3,95.0,3.7,-5.0,-3.3,-0.4,0.8,-19.2
Cc1ccc(S(=O)(=O)N(C)C)cc1NC(=S)NC(=O)C12CC3CC(CC(C3)C1)C2,-9.8,3.9,2.0,92.0,-3.5,-16.2,-7.5,-1.3,-3.3,-2.3
Cc1nnc(SCC(=O)NCc2ccco2)n1-c1ccc(F)cc1,0.0,4.8,0.0,98.0,-0.6,-8.6,0.5,1.0,1.2,-4.2
CC(C)[C@H](NC(=O)c1ccccc1)C(=O)OCC(=O)NCCC1=CCCCC1,0.0,-0.4,-0.3,102.0,-0.1,-1.0,5.6,-0.2,-0.9,-3.5
Cc1ccccc1Nc1scc(-c2ccc(Cl)cc2)[n+]1-c1ccccc1C,-3.7,2.1,-0.1,102.0,1.9,-10.9,2.8,0.8,-4.4,-16.6
C[C@H](CO)N1C[C@H](C)[C@@H](CN(C)S(C)(=O)=O)Oc2c(NC(=O)Nc3ccc(C(F)(F)F)cc3)cccc2C1=O,-4.2,-2.1,-0.1,97.0,-3.1,10.4,-1.6,-1.0,-5.3,-3.5
CC(Sc1nc2ccccc2c(=O)n1C)C(=O)NC1CCCCC1C (stereo not given),-1.6,9.2,2.0,95.0,-5.1,-17.9,-6.2,-0.6,-14.8,.
O=C1OCCN1C(=O)[C@H]1[C@H](c2ccc([N+](=O)[O-])cc2)C(c2ccc(F)cc2)=NN1c1ccc(Br)cc1,3.7,-2.1,-0.1,96.0,4.0,51.5*,6.0,-0.3,-0.1,-8.2
N#C/C(=C\c1ccccc1C(F)(F)F)C(=O)Nc1ccccc1F,1.9,1.9,0.1,108.0,-0.3,-3.9,-5.6,4.6,-7.6,-16.2
CCC(C(=O)OCC(=O)Nc1c(C)n(C)n(-c2ccccc2)c1=O)c1ccccc1 (stereo not given),1.1,5.2,-0.3,100.0,-3.8,-2.9,-2.5,5.0,-3.9,-13.5
CCOc1ccccc1NC(=O)Cn1c(-c2ccc(Cl)cc2)noc1=O,-0.8,-6.3,0.1,92.0,-0.2,-7.9,-1.4,0.0,-1.4,-4.2
COC(=O)[C@H](Cc1ccccc1)NC(=O)Nc1ccc(C)cc1,-1.0,7.5,-0.2,96.0,3.6,-0.9,0.5,0.3,-1.9,-7.6
COc1ccc(NC(=S)N2CCCC(CO)C2)c(OC)c1 (stereo not given),-0.8,3.3,0.0,103.0,-0.1,3.8,3.5,5.7,.,5.2
COc1ccc(-c2nc(CN3CCC(C(=O)NCC4CCCO4)CC3)c(C)o2)cc1OC (stereo not given),2.4,0.6,0.0,99.0,-3.8,-2.7,-7.2,-0.3,3.0,-2.1
O=C(NCCc1cscn1)C1CCC(=O)N(Cc2ccc(Cl)cc2)C1 (stereo not given),1.1,0.0,0.0,102.0,13.2,-2.0,-1.6,0.6,-5.3,-2.5
CC(C)N(CC(O)COc1ccc(CC(N)=O)cc1)CC(O)COc1ccc(CC(N)=O)cc1 (stereo not given),2.4,-5.7,-0.1,99.0,-12.2,-1.7,-6.2,-0.6,10.4,-4.9
CCC1(CC)C(=O)C2=C3C1[C@H](C(=O)OC)C=C(C(=O)OC)C[C@H]3n1c(=O)n(-c3ccccc3)c(=O)n1[C@H]2C (stereo not given in full),1.2,-4.0,0.2,91.0,-2.1,7.0,-1.2,3.7,-2.7,-7.1
Cc1ncc(CSc2ccc(Cl)cc2)c(CO)c1O,-1.6,-2.6,-0.1,76.0,41.1,0.7,-0.9,-0.3,3.0,-3.9
Cc1ccc(C)c(NC(=O)C(C)CC2COCCO2)c1 (stereo not given),0.5,4.8,0.1,95.0,0.8,4.8,-11.3,-3.1,-5.7,-4.7
C[C@@H]1CN([C@@H](C)CO)S(=O)(=O)c2ccc(Br)cc2O[C@H]1CN(C)C(=O)CN(C)C,0.1,-4.2,0.2,98.0,3.7,8.4,1.0,1.1,-3.4,-9.1
CCOC(=O)c1c(C)[nH]c(C)c1C(=O)COC(=O)c1cccs1,1.5,-5.6,0.0,95.0,-3.2,2.9,-54.3,1.5,?,-9.0
O=C(Cc1cccc2ccccc12)OCn1nnc2ccccc2c1=O,0.6,-8.3,0.3,94.0,0.8,0.8,.,-1.8,-4.1,-10.3
CCN(C(=O)CSc1nnc(C)n1-c1cccc(C)c1)C1CCS(=O)(=O)C1 (stereo not given),0.1,-4.3,-0.1,95.0,1.7,-1.7,8.5,2.3,9.6,-2.7
